# Ins promoter up – MIN6 insulin promoter up-regulation | MIN6 insulin promoter-GFP reporter, high-content imaging; stronger effect = higher value | z-score at 5 µM | 190,000 tested, 0.3% active;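 active means z-score above 3 at 5 µM with at least 500 cells counted in the well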
# WT yeast gro inh – growth inhibition of WT yeast, mitochondrial fusion screen; 190,000 tested, 2.1% active; inhibition, % at 10 µM; AID 1362; mitochondrial fusion phenotypic screen, WT strain; in the data active means inhibition above about 58%; tested in S. cerevisiae
# human PMI inhibitors – MPI inhibition at elevated mannose 6-phosphate – biochemical, fluorescence intensity, high mannose 6-phosphate, primary screen (AID 1220). recombinant PMI enzyme, coupled fluorescence intensity; higher % means a stronger effect. inhibition, % at 20 µM; hits with a dose series show IC50 in µM. 190,000 tested, 0.66% active
# Autophagy HCS – modulators of autophagy; MEF GFP-LC3 puncta imaging; test concentration mostly 10 µM; calls only at 10 µM (by protocol); 190,000 tested, 0.98% active;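 active means percentage of spot-positive cells more than 3 SD above its plate mean, without a fluorescence outlier flag or 80% toxicity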;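 further: spot-positive cell cutoff set from DMSO-treated cells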
# MT stabilizer – microtubule stabilization, imaging screen; 200,000 tested, 0.83% active; HeLa tubulin immunostaining HCS, 24 h; share of cells brighter than vehicle mean+2SD; % tubulin-high responders, % at 10 µM;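 active means plate Z-score above 3 for both tubulin-high and condensed-nucleus cell shares, with cell loss under 80%, at 10 µM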;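 further: anti alpha tubulin signal scored within the nucleus-defined area of each cell; some results filed as inactive read as strong as hits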
# Dynein cargo inh – blocks dynein driven cargo transport along microtubules; 3617.4 mouse cells, GR-EGFP nuclear translocation imaging; test concentration mostly 20 µM; stimulated with dexamethasone, 1 µM; stronger effect = lower value; 220,000 tested, 0.47% active; z-score, hits read low;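 active means plate z-score of nuclear minus cytoplasmic receptor signal below a set negative limit, without overly bright fluorescence or cell loss, cut at about -3.5 in these data, passing the limit was not always enough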;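 further: z-score of nuclear minus cytoplasmic ring GR-EGFP intensity difference per well; some compounds called inactive have numbers as strong as hits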
#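 Buffer or medium: tetracycline-free induction medium containing charcoal-stripped FBS / Reagent: dexamethasone agonist, 1.0 µM final, for 30 min / Technique: automated 10x imaging of fixed Hoechst-stained cells / Times: induction 48 h, compound 1 h, agonist 30 min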
# PMI inhibitors – MPI enzyme activity inhibition – biochemical, fluorescence intensity, coupled assay, primary screen (AID 1209); purified PMI enzyme, coupled fluorescence intensity; higher % means a stronger effect; one-dose inhibition, % at 20 µM; IC50 in µM for titrated hits; 190,000 tested, 0.42% active;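 further: plate controls were DMSO vehicle for no effect and wells lacking substrate for full effect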
# Yfh1-depleted yeast – mitochondrial function rescue without frataxin homolog – Friedreich's ataxia, plus single-dose screen, dose response (AID 1465); 220,000 tested, 0.074% active; fold induction at 50 µM, or EC50 in µM where a hit was titrated; S. cerevisiae Yfh1-off respiration, WST-1 reduction, 72 h; higher fold induction means a stronger effect;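 active means fold induction of absorbance versus untreated yeast above a set limit, then at least 30% activation at any dose in follow-up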;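 further: activators that raise dye reduction in frataxin-depleted yeast; strong numbers were not always called active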
# bCat nuc transl – alters nuclear translocation of beta-catenin in HeLa cells. AID 1665. immunofluorescence imaging. 190,000 tested, 0.3% active. nuclear translocation activity, % at 5 µM;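 active means nuclear translocation activity above 50% at 5 µM, with a well cell count of 50 or more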;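 further: per-cell ratio of nuclear to cytoplasmic median beta-catenin stain intensity; plate controls were DMSO negative control for no effect and GSK-3 inhibitor IX positive control for full effect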
#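 Assay system: human HeLa cells, native beta-catenin; doses: 5 µM primary, 0.02–20 µM confirmation; incubation: compound treatment 24 h, 37°C, 5% CO2; technique: fluorescence imaging of beta-catenin antibody stain plus DAPI; measure: % activation, nuclear-to-cytoplasmic median beta-catenin signal ratio per cell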
# WT yeast gro inh mutant strain – also measured in WT yeast gro inh; calls as there; inhibition, %; mitochondrial fusion phenotypic screen, mutant strain inhibition
# Dynein cargo inh cytoplasmic EGFP – further read-out of Dynein cargo inh, marked with its call; z-score; measured here: cytoplasmic GR-EGFP intensity; stronger effect = higher value
# Dynein cargo inh nuclear GR-EGFP – recorded beside Dynein cargo inh, whose call it bears; z-score; measured here: nuclear GR-EGFP intensity;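 lower value marks the stronger effect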
# Dynein cargo inh cell count – also measured in Dynein cargo inh; calls as there; z-score; measured here: cell count per field
# Ins promoter up cell count – also measured in Ins promoter up; calls as there; cell count; measured here: cytotoxicity, nuclei count;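 total cells summed across four imaged fields per well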
# bCat nuc transl cell count 5 µM – recorded beside bCat nuc transl, whose call it bears; cell count; measured here: cell count, cytotoxicity flag
# MT stabilizer Hoechst-high % – second read-out of MT stabilizer, no call of its own (marks repeat the call); % Hoechst-high responders; measured here: nuclear condensation Hoechst responders;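 share of cells brighter than vehicle mean plus two SD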
# MT stabilizer cytotoxicity % – second read-out of MT stabilizer, no call of its own (marks repeat the call); toxicity, %; measured here: cytotoxicity by cell density;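 0% = mean cell density of plate MIN control wells and 100% = no cells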
# Autophagy HCS cell loss 18 h – also measured in Autophagy HCS; calls as there; toxicity, %; measured here: cell loss, nuclei count;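 cell loss after 18 h compound exposure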
# Numbers without * were called inactive; i = inactive; . = no result given; & = joins results of further samples. Unless noted, no stated cut-off is given here; in the data, active means inhibition above about 50%; inactive means the rest. Compounds were not picked by outcome. Share with any hit: about 5%.
no.	SMILES	Ins promoter up	Ins promoter up cell count	WT yeast gro inh	WT yeast gro inh mutant strain	human PMI inhibitors	Autophagy HCS	Autophagy HCS cell loss 18 h	MT stabilizer	MT stabilizer Hoechst-high %	MT stabilizer cytotoxicity %	Dynein cargo inh	Dynein cargo inh cytoplasmic EGFP	Dynein cargo inh nuclear GR-EGFP	Dynein cargo inh cell count	PMI inhibitors	Yfh1-depleted yeast	bCat nuc transl	bCat nuc transl cell count 5 µM
1	O=C1c2ccccc2C(=O)N1CCc1nn[nH]n1	-0.33	1950	6	11	-1%	i	-4	1.2	1.4	5.2	-0.15	-0.17	0.54	-1.6	-3%	i	-1.0	1037
2	O=C1CCCN1CN(C(=O)c1ccc2c(c1)OCO2)c1ccc(F)cc1	2.2	1663	5	-23	-12%	i	11	3.6	1.3	2.6	-0.25	0.28	0.0056	0.6	-5%	i	-1.1	1393
3	Cn1c(SCC(=O)NC2CCCCC2)nnc1-c1ccc(N)cc1	0.11	1307	-15	-4	14%	i	8	4.4	1.8	11	-0.87	-0.38	-0.24	0.9	17%	i	-0.4	1023
4	CCC(CC)C(=O)Nc1cc(Cl)ccc1C	-0.05	1517	-8	1	-4%	i	9	4.5	1.7	4.1	-0.64	-0.27	0.24	0.57	-3%	i	-1.9	1092
5	Cc1cccc(OCC(=O)OC2CCN(C)CC2)c1	0.21	1141	-16	1	-9%	i	-11	4.4	1.5	5.5	-1.1	-0.16	-0.58	-0.13	-10%	i	4.5	1092
6	O=C(CN(c1ccc(F)cc1)S(=O)(=O)c1ccc2c(c1)OCCO2)N1CCOCC1	-0.08	1962	5	-7	17%	i	-8	2.5	3.0	11	-0.71	-0.19	-0.17	0.63	12%	i	-2.3	1055
7	COc1ccc(NC(NC(=O)c2cccnc2)C(Cl)(Cl)Cl)cc1 (stereo unspecified)	-0.65	1513	24	7	21%	i	-1	2.7	1.8	0.2	-2	-0.44	-0.64	3.8	7%	i	1.2	1000
8	O=C(Nc1nc2c(s1)CCCC2)c1cc(-c2ccc3c(c2)OCO3)nc2ccccc12	0.74	1256	26	15	10%	i	5	4.7	1.7	3.5	1.8	0.12	1.1	-1.6	16%	i	0.0	1006
9	CN(C)c1nc2n(c(=O)n1)C(C#N)CS2 (stereo unspecified)	1.3	1229	2	6	5%	i	2	4.0	1.8	7.9	0.4	-0.095	0.22	-0.67	2%	i	-1.4	968
10	COc1ccc(NC(=O)CCC(=O)NCCO)cc1	0.73	1489	4	7	.	i	-4	2.6	2.0	3.9	-0.14	-0.21	-0.21	0.081	.	i	0.7	1514
11	CCOC(=O)c1sc(NC(=O)CCN2C(=O)c3cccc([N+](=O)[O-])c3C2=O)c(C(=O)OCC)c1C	-0.04	1858	5	22	5%	i	-13	2.5	1.9	7.9	-0.33	-0.21	-0.47	0.83	12%	i	2.5	1069
12	COC(=O)c1cc(S(=O)(=O)N2CCOCC2)c(Cl)cc1N1CCOCC1	0.18	735	7	-4	-1%	i	0	1.3	1.5	5.2	0.57	0.5	0.96	-2.1	4%	i	-0.8	1069
13	Cc1cc(C)c(S(C)(=O)=O)c(S(=O)c2ccc(Cl)cc2)n1 (stereo unspecified)	0.1	1529	-21	1	-10%	i	9	2.7	2.3	5.4	0.11	-0.22	-0.25	1.2	-2%	i	-2.0	1392
14	O=C(CCC(=O)N(CC(=O)NC1CCCCC1)Cc1ccccc1)Nc1ccccn1	-0.35	1256	4	8	0%	i	-47	3.4	2.1	5.0	2.1	-0.14	1.3	-1.3	-6%	i	0.1	1059
15	CCCCOc1ccc(S(=O)(=O)Nc2cc(OC)ccc2OC)cc1	0.03	1811	24	17	24%	i	4	2.1	2.9	11	-0.12	-0.29	-0.17	0.37	22%	i	-0.9	1042
16	CCOc1ncccc1C(=O)OCC(=O)Nc1cc(S(=O)(=O)N(CC)CC)ccc1C	0	1177	-18	-2	-6%	i	-13	1.8	1.9	3.7	-0.99	-0.3	-0.6	0.53	-4%	i	0.2	1134
17	CCn1c(CNc2ccc(F)cc2)nnc1SCC(=O)Nc1ccc(OC)cc1	.	.	-13	-7	0%	i	-4	2.8	2.9	5.1	-0.29	-0.044	-0.25	0.93	-6%	.	-4.1	545
18	CC(=O)N(CCCCl)C(C#N)c1ccccc1 (stereo unspecified)	1.6	1158	-6	-15	2%	i	-3	1.4	2.7	9.9	-0.53	0.63	-0.46	0.69	-6%	i	1.7	500
19	O=C(O)CCCCCN1C(=O)C(=O)/C(=C(/O)c2ccccc2)C1c1ccccc1 (stereo unspecified)	0.26	1577	9	-1	3%	i	-9	2.3	1.7	1.6	-0.31	-0.16	-0.14	0.95	6%	i	-5.2	961
20	COc1ccc(NC(=O)NCc2ccncc2)cc1	1.6	1657	5	4	5%	i	-2	2.8	1.4	0.9	-1.1	-0.14	-1.2	-0.17	0%	i	1.1	1356
21	COc1ccc(S(=O)(=O)CCC(=O)N2CCN(c3ccc(F)cc3)CC2)cc1	-0.43	1296	4	-4	-2%	i	29	3.2	2.8	0.5	0.81	0.037	0.71	-0.91	-4%	i	1.0	1111
22	OCCCNC(=S)Nc1ccc2nccnc2c1	-0.18	1428	-8	-3	54%*	i	-16	2.7	2.1	9.5	0.14	0.058	0.38	0.21	-3%	i	-0.7	1091
23	CCn1nnnc1-c1ccc(OC)c(S(=O)(=O)NCCc2ccccc2)c1	0.03	1324	0	6	4%	i	9	3.3	2.8	6.4	0.11	-0.2	0.71	-0.49	-1%	i	2.9	753
24	Cn1cnc([N+](=O)[O-])c1NC(C)(C)C	0.17	899	-6	1	-4%	i	-5	2.4	1.3	23	0.9	-0.31	0.062	-0.44	-5%	i	.	.
25	COc1ccc(CNc2oc(Cc3cccc4ccccc34)nc2C#N)cc1	-0.78	1222	-5	2	9%	i	4	6.6	3.5	9.7	-0.81	0.14	-0.13	0.13	13%	i	-5.7	863

# The closing 2 compounds of the part before lead into the next.
no.	SMILES	Ins promoter up	Ins promoter up cell count	WT yeast gro inh	WT yeast gro inh mutant strain	human PMI inhibitors	Autophagy HCS	Autophagy HCS cell loss 18 h	MT stabilizer	MT stabilizer Hoechst-high %	MT stabilizer cytotoxicity %	Dynein cargo inh	Dynein cargo inh cytoplasmic EGFP	Dynein cargo inh nuclear GR-EGFP	Dynein cargo inh cell count	PMI inhibitors	Yfh1-depleted yeast	bCat nuc transl	bCat nuc transl cell count 5 µM
24	Cn1cnc([N+](=O)[O-])c1NC(C)(C)C	0.17	899	-6	1	-4%	i	-5	2.4	1.3	23	0.9	-0.31	0.062	-0.44	-5%	i	.	.
25	COc1ccc(CNc2oc(Cc3cccc4ccccc34)nc2C#N)cc1	-0.78	1222	-5	2	9%	i	4	6.6	3.5	9.7	-0.81	0.14	-0.13	0.13	13%	i	-5.7	863
26	COc1ccc(/C=C2\SC(=S)N(c3cccnc3)C2=O)cc1	-0.15	913	.	.	.	.	.	.	.	.	0.12	-0.75	-0.13	-0.42	.	i	0.3	1300
27	Cc1c(C(=O)Nc2ccc(F)cc2)oc2ccc(S(=O)(=O)N3CCCC3)cc12	-0.81	1105	10	2	9%	i	15	3.3	1.4	8.1	1.1	-0.2	1.5	-0.72	5%	.	-0.8	496
28	COc1ccc(N2CCN(c3ccc(NC(=O)C4CCCCC4)cc3C#N)CC2)cc1	-2.4	1342	-2	-25	5%	i	0	1.8	1.2	6.9	0.29	-0.21	0.38	-0.67	10%	i	.	.
29	Cc1cc(C(=O)N2CCCC(C(=O)c3ccc4ccccc4c3)C2)nn1C (stereo unspecified)	-0.79	1486	4	-5	8%	i	20	3.7	1.3	1.8	2.6	-0.26	1	-1.1	8%	i	-1.4	959
30	COC(=O)/C(C#N)=C1/C=Cc2ccccc2N1	0.51	1165	-1	5	12%	i	11	1.9	1.6	6.4	-0.45	-0.21	-0.19	0.13	5%	i	-1.0	1056
31	CCN(CC)S(=O)(=O)c1ccc(N2CCOCC2)c(NC(=O)COc2ccc(Cl)cc2)c1	0.31	996	.	.	.	.	.	.	.	.	0.53	-0.78	0.091	-0.73	.	i	-0.5	1433
32	O=C(C1CCCCC1)N1CCN(c2ccccc2F)CC1	0.08	1240	-21	-1	1%	i	-7	3.1	4.5	3.5	-0.098	-0.27	0.15	0.61	5%	i	0.3	1066
33	O=C(CCc1nnc(COc2ccccc2)o1)NCCc1cccs1	0.71	1344	15	3	-9%	i	11	2.6	1.8	3.0	-0.33	-0.12	-0.03	0.41	0%	i	1.9	1079
34	CC(=O)NCCCc1nc2ccccc2n1Cc1c(F)cccc1Cl	0.22	1412	.	.	.	.	.	.	.	.	1.3	-0.28	0.21	0.084	.	i	0.9	1117
35	CC(Oc1ccc2oc(-c3ccccc3)c(C(=O)O)c2c1)C(=O)O (stereo unspecified)	0.39	1561	13	-4	-4%	i	-7	2.4	2.0	6.8	0.32	-0.23	0.22	-0.059	1%	i	-0.6	1052
36	Cc1nc2nc(-c3ccco3)[nH]n2c(=O)c1C	0.68	851	-18	-3	0%	i	0	1.0	1.3	6.3	-0.4	-0.15	0.08	-0.12	7%	i	.	.
37	O=C(NC1CCC(C(=O)O)CC1)OCc1ccccc1 (stereo unspecified)	-0.52&0.41	1129&798	-3&-1	9&3	4%&5%	i	3&30	2.1&2.4	1.2&1.9	4.7&8.8	-0.58&-0.76	-0.21&-0.23	-0.38&-0.25	0.44&0.78	0%&6%	i	2.1&1.0	1143&1143
38	CCN(CC)S(=O)(=O)c1ccc(N2CCOCC2)c(NS(=O)(=O)c2ccc(OC)cc2)c1	-0.69	943	.	.	.	.	.	.	.	.	-0.4	-0.71	-0.42	0.29	.	i	-0.9	1339
39	OCC1(Cc2cccc(C(F)(F)F)c2)CCN(Cc2cc3ccccc3o2)CC1	.	.	43	60	9%	i	3	1.5	1.5	6.4	-1.4	-0.2	-0.74	0.3	15%	i	1.5	1043

# Source: PubChem BioAssay (several laboratories)
